# ROC1-CUL1 inh = inhibitors of human ROC1-CUL1 ubiquitin ligase activity; E3 ubiquitin-protein ligase RBX1 (Homo sapiens) + Cullin-1 (Homo sapiens), P62877+Q13616; AID 1347404, 2020; 0.6% of 140,000 active; inhibition, % at 10 µM; in vitro K48 di-Ub FRET, acceptor:donor ratio, 45 min; in the data active = inhibition above about 25%
# Target sequence (P62877 whole entry, looked up): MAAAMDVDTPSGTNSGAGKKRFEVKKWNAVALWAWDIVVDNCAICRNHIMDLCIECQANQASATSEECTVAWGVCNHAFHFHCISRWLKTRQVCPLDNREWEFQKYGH
# Target sequence (Q13616 whole entry, looked up): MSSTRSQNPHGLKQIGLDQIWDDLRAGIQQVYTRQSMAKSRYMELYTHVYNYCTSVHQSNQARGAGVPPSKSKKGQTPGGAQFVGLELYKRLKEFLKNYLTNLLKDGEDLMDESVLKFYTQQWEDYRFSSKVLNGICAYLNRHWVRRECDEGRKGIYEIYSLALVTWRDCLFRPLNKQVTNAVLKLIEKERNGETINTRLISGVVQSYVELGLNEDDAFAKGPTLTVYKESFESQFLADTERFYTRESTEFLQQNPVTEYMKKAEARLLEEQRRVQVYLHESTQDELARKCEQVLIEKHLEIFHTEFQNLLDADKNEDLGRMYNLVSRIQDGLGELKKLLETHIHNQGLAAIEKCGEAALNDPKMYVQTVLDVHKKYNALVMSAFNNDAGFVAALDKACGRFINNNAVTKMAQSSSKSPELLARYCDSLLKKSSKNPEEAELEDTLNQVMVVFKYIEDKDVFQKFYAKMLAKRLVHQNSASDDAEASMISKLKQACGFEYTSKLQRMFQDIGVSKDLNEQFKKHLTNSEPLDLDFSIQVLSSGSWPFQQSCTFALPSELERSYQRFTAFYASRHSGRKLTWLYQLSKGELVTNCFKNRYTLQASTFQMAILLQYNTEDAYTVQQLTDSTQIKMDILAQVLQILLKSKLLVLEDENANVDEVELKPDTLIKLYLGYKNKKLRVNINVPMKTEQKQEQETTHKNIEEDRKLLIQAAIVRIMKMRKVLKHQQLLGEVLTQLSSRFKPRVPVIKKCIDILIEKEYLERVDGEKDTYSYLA
# * hit, by the source's call. The list is partial; count on the stated rates, not on these rows.
SMILES,ROC1-CUL1 inh
O=C(CC1Nc2cccc3cccc(c23)NC1=O)Nc1ccc(F)cc1 (stereo unspecified),1
O=C(Nc1ccc2c(c1)CCCN2C(=O)c1ccccc1)c1cccc(Br)c1,2
COc1ccc(CC2(CO)CCN(S(=O)(=O)c3ccccc3Cl)CC2)cc1,5
Cc1ccc2c(=O)c(C(=O)c3cccc(Cl)c3)cn(CC(=O)Nc3ccccc3C(F)(F)F)c2n1,-6
COc1ccc2cc(-c3[nH]ncc3CN(C)Cc3cccnc3)ccc2c1,10
Cc1ccc(-c2ccc(/C=C3/SC(N4CCOCC4)=NC3=O)o2)c(Br)c1,2
CCOC(=O)c1c(NC(C)=O)sc2c1CC(C)(C)OC2,7
C=CCSc1nc2c(c(=O)n1CC1CCCCC1)C1(CCCCC1)Cc1ccccc1-2,-1
O=C(O)c1ccc(NC(=O)C2CCCC2)cc1,-5
O=C(NC(=S)Nc1ccc(Oc2ccc(Cl)cc2)cc1)c1ccccc1Cl,-3
c1ccc(C2CC(c3ccccc3)c3ccccc3O2)cc1 (stereo unspecified),-6
CCOC(=O)C1=C(C)N=c2s/c(=C/c3cccc(OCc4cccc5ccccc45)c3)c(=O)n2C1c1ccc2c(c1)OCO2 (stereo unspecified),5
O=C(c1cc2c(=O)n3ccccc3nc2n1Cc1ccccc1)N1CCOCC1,-6
COc1ccc(-c2noc(CSc3nnc(-c4ccccc4)n3C)n2)cc1,0
CC(C)(C)c1ccc(C(C)(C)C)cc1,2
CCC(C)N1C(=O)S/C(=C/c2ccc(N3CCOCC3)cc2C)C1=O (stereo unspecified),-1
CCOC(=O)C1(Cc2ccccc2)CCCN(Cc2ccn[nH]2)C1 (stereo unspecified),10
CCn1c(=O)c2sccc2n2c(CCC(=O)Nc3ccc(OC)cc3OC)nnc12,-3
CCCCCCSc1nc2sc3c(c2c(=O)n1-c1ccc(OC)cc1)CCC3,7
Cc1ccc(C(=O)N(Cc2ccc(N(C)C)cc2)CC2CCCO2)cc1 (stereo unspecified),4
Cc1ccc(NC(=O)C2CCCN(C(=O)c3cnn(-c4ccc(F)cc4)c3-n3cccc3)C2)c(Cl)c1 (stereo unspecified),-1
Cc1ccc(C)c(NC(=O)c2cc(Cl)c(Cl)cc2C(=O)O)c1,8
CCCC(=O)NC(=S)Nc1ccc(S(=O)(=O)NC2CCCCC2)cc1,0
Cc1cn2c(=O)c(S(=O)(=O)NC(C)c3ccccc3)c(C)nc2s1 (stereo unspecified),0
O=C1/C(=C/c2ccco2)N=C(N2CCCCC2)N1c1cccc(Cl)c1,-5
C/C(=N/OC(=O)CCC(=O)O/N=C(\C)c1cccs1)c1cccs1,-1
Cc1ccc(-c2cc(C(=O)N3N=C(C(F)F)CC3(O)C(F)F)c3ccccc3n2)cc1C (stereo unspecified),-2
COC(=O)C1C(C)=NC2=C(C(=O)CC(C)(C)C2)C1c1cc(OC)c(OC)c(OC)c1 (stereo unspecified),-9
CN1CCN([C@@H]2CCN(Cc3ccc(C#Cc4cncnc4)cc3)C[C@H]2O)CC1,0
CN(Cc1cccc2ncccc12)c1nc2nonc2nc1N1CCOCC1,-3
CCOc1c(Br)cc(/C=C2\SC(=S)N(c3ccccc3)C2=O)cc1Br,-4
CC1CCN(Cc2nnnn2CC(=O)NCCCn2ccnc2)CC1,-4
COc1cc(NS(C)(=O)=O)ccc1NC(C)=O,-10
CCOc1ccc(OCC)c(NC(=O)c2nnn(Cc3cc(Br)ccc3OC)c2N)c1,5
Cc1ccc(NS(=O)(=O)Cc2ccccc2Cl)c(C)c1,2
NS(=O)(=O)c1ccc(NC(=S)N2CCN(C(=O)C3CCCO3)CC2)cc1 (stereo unspecified),-5
O=C(c1csnn1)N1CCc2[nH]nc(-c3ccc(-c4ccccc4)cc3)c2C1,8
Cc1ccc(C(=O)C2C(=N)N(c3cccc(Cl)c3C)C3=C(C(=O)CC(C)(C)C3)C2c2ccc(Cl)cc2Cl)cc1 (stereo unspecified),-2
COc1cc(OC)cc(C(=O)N2CCN(c3ccc(NC(=O)C(C)C)cc3)CC2)c1,-1
N#Cc1ccccc1OCC(=O)C1CC1,8
O=S(=O)(c1cccc(F)c1)N1CCCCCC1,5
CC(C)C(C(=O)OCC(=O)c1ccccc1)N1C(=O)c2cccc([N+](=O)[O-])c2C1=O (stereo unspecified),3
O=C(c1ccc(Cl)cc1)c1ccccc1C(=O)N1CCOCC1,2
Cc1ccccc1OCc1nn2c(-c3ccncc3)nnc2s1,-5
COc1cc(CNCc2c(C(=O)O)c(C)n(Cc3cccc(Cl)c3)c2C)cc(OC)c1OC,-12
CCN(CC)Cn1nc(-c2ccccc2Cl)oc1=S,0
CCOC(=O)C1=C(c2ccccc2)N=c2s/c(=C/c3ccccc3OCc3ccccc3)c(=O)n2C1c1ccc(F)cc1 (stereo unspecified),10
COc1cccc(-n2cc(CN(C)Cc3nc(-c4ccc5c(c4)OCO5)no3)cn2)c1,17
Cc1nccc(-c2cccc(-c3ccn[nH]3)c2)n1,14
COc1ccc(C2CC(=O)C3C(=Nc4ccccc4NC3c3c[nH]c4ccccc34)C2)cc1 (stereo unspecified),2
CC12C=CC(C)(O1)C1C(=O)N(c3ccc(Cl)cc3)C(=O)C12 (stereo unspecified),6
COc1ccc(CNc2c(F)c(F)c3nc4c(cc3c2F)c(-c2ccccc2)nn4C)cc1,96*
Cc1cccc(C(=O)N2CCN(Cc3ccc(F)cc3Cl)CC2)c1,4
CCOc1ccc(NC(=S)NC23CC4CC(CC(C4)C2)C3)cc1,0
CC1(C)C(C=C(Cl)Cl)C1C(=O)N1CCN(Cc2ccc3c(c2)OCO3)CC1 (stereo unspecified),0
CC(=O)c1ccc(N=CC2C(=O)N(c3ccc(C45CC6CC(CC(C6)C4)C5)cc3)N=C2C)cc1 (stereo unspecified),1
COC(=O)C#Cc1ccccc1Cl,-1
CCn1c(SCC(=O)Nc2cc(Cl)cc(Cl)c2)nnc1C(C)NC(=O)c1ccccc1C (stereo unspecified),21
CN=C1NC(=O)CC(C(=O)Nc2cc(C(=O)OC)cc(C(=O)OC)c2)S1 (stereo unspecified),5
CCCN1CCC(NC(=O)c2cc(OC)cc(OC)c2)CC1,0
# The list continues.
SMILES,ROC1-CUL1 inh
CCC(C#N)(C#N)C(Cc1cncn1C)C(=O)OC (stereo unspecified),-5
COC(=O)C(NNc1ccccc1)(NC(=O)CC(C)C)C(F)(F)F (stereo unspecified),3
CC(C)(C)CC(C)(C)NS(=O)(=O)c1cccs1,0
CSc1nc(-c2cccc(C)c2)nc2c1COC(C)(C)C2,3
O=C(c1ccc(F)cc1)N1CCc2c([nH]c3ccccc23)C1c1ccc(Cl)cc1 (stereo unspecified),4
COc1ccc(CC(=O)NCCc2csc3nc(-c4ccccc4F)nn23)cc1,-4
Fc1cccc(-c2nnc3sc(COc4ccc(Cl)cc4)nn23)c1,-7
COCCc1nc2ccc(C(=O)N3CCN(Cc4ccc(F)cc4)C(=O)C3)cc2o1,-2
CCS(=O)(=O)Oc1cccc2ccccc12,-1
CC1(C)Cc2nc(N3CCOCC3)ncc2C(NC(=O)c2cccs2)C1 (stereo unspecified),5
O=C(O)Cc1ccccc1Sc1cc(Cl)ccc1Cl,4
CCOc1cc(/C=N/NC(N)=O)ccc1OCC(=O)Nc1cc(C)c(C)cc1Br,-9
O=C(Nc1cccnc1)c1ccc(C(F)(F)F)cc1,7
O=C(CC(c1cccs1)N1Cc2ccccc2C1=O)Nc1ccc(F)c(Cl)c1 (stereo unspecified),-2
CC(C)Oc1ccc(CNC(=O)C2CCN(c3nc4ccccc4nc3C(F)(F)F)CC2)cc1,-9
CCOC(=O)C1(Cc2ccc(OC)cc2)CCN(S(=O)(=O)c2ccsc2)CC1,4
O=C(Nc1ccc(Br)cc1F)C1CCN(C(=O)c2ccccc2F)CC1,16
N=C1C(C(=O)c2ccccc2)C(c2ccc3c(c2)OCO3)C2=C(CCCC2=O)N1c1ccccc1C(F)(F)F (stereo unspecified),-17
COc1cc(OC)c(OC)cc1CN1CCOc2ccc(C(C)(O)COc3ccccc3)cc2C1 (stereo unspecified),3
O=C(Cc1cccs1)Nc1ccc(O)cc1,-2
CC12CCC(C(=O)Nc3ccccc3Sc3ccccc3)(C(=O)C1=O)C2(C)C (stereo unspecified),-1
O=C1C(C=NCc2ccc(Cl)cc2)C(C(F)(F)F)=NN1c1nc2ccccc2s1 (stereo unspecified),-4
CCOc1ccccc1CN1CCN(Cc2nc3ccccc3[nH]2)CC1CCO (stereo unspecified),-4
CC1CCCN(CC(O)COC2CCCCC2)C1 (stereo unspecified),5
CCOC(=O)C(NC(=O)CC)(Nc1ccccc1Cl)C(F)(F)F (stereo unspecified),13
COc1ccc(N2C(=O)/C(=C/c3cc(C)n(-c4ccc(NC(C)=O)cc4)c3C)C(=O)NC2=S)cc1,7
O=C(Nc1ccccc1F)c1ccc(Br)c(S(=O)(=O)N2CCOCC2)c1,8
CCOc1ccccc1C1CC(=O)C2C(=Nc3ccccc3N(C(=O)C(F)(F)F)C2c2ccc(OC)cc2)C1 (stereo unspecified),-2
CC1(C)CC(=O)c2cc(NC(=O)c3ccccc3Cl)c(=O)oc2C1,-3
Cn1cc(-c2cc3n(n2)CCC(=O)N3CCCC(=O)NCc2ccc(F)cc2)c2ccccc21,4
Cc1ccc(N2CC(NC(=O)CCc3ccccc3)CC2=O)cc1 (stereo unspecified),-2
O=C(NC(=S)Nc1ccc2c3c(cccc13)CC2)c1ccco1,-8
CC(C)(C)c1ccc(S(=O)(=O)n2ccc3ccccc32)cc1,-7
Cc1ccc(-n2nc(CO)c(C(=O)NCc3ccccn3)n2)cc1,1
CN1CCCC2(CCN(C(=O)c3n[nH]c4ccccc34)C2)C1=O (stereo unspecified),4
Cc1cccc(CSc2nnc(Cc3cccc4ccccc34)n2C)c1,5
CN1CCN(C(=O)c2cnc3sc4c(n3c2=O)CCCC4)CC1,-2
CCOc1ccc(CC(=O)NCCc2csc(-c3ccc(Cl)cc3)n2)cc1,9
Cc1ccc(NC(=O)c2sc3nc(-c4ccccc4)cc(-c4ccc(C)cc4)c3c2N)cc1,0
COc1ccccc1-c1cc2nc(C)c(CCC(=O)O)c(C)n2n1,-6

# Among those listed so far, 10 have a thiophene ring, fused or not.
SMILES,ROC1-CUL1 inh
CCOC(=O)c1c(NC(C)=O)sc2c1CC(C)(C)OC2,7
CCn1c(=O)c2sccc2n2c(CCC(=O)Nc3ccc(OC)cc3OC)nnc12,-3
CCCCCCSc1nc2sc3c(c2c(=O)n1-c1ccc(OC)cc1)CCC3,7
C/C(=N/OC(=O)CCC(=O)O/N=C(\C)c1cccs1)c1cccs1,-1
CC(C)(C)CC(C)(C)NS(=O)(=O)c1cccs1,0
CC1(C)Cc2nc(N3CCOCC3)ncc2C(NC(=O)c2cccs2)C1 (stereo unspecified),5
O=C(CC(c1cccs1)N1Cc2ccccc2C1=O)Nc1ccc(F)c(Cl)c1 (stereo unspecified),-2
CCOC(=O)C1(Cc2ccc(OC)cc2)CCN(S(=O)(=O)c2ccsc2)CC1,4
O=C(Cc1cccs1)Nc1ccc(O)cc1,-2
Cc1ccc(NC(=O)c2sc3nc(-c4ccccc4)cc(-c4ccc(C)cc4)c3c2N)cc1,0

# (listing goes on)
SMILES,ROC1-CUL1 inh
O=C(NCCN1Cc2ccccc2OC(c2ccccc2)C1)C1=CCCC1 (stereo unspecified),8
COC(=O)c1ccc(C2Oc3nc(SC)nnc3-c3ccccc3N2C(C)=O)cc1 (stereo unspecified),0
COCCOc1ccc(C(=O)Nc2ccc(C)c(C)c2)cc1,4
COc1ccc(Cl)cc1NC(=O)c1nnn(Cc2cccc(C(F)(F)F)c2)c1N,5
Cc1[nH]c2ccccc2c1C(=O)c1sc2ncccc2c1N,2
CC(C)Sc1nc(N2CCCCC2)c2c(c1C#N)CCCC2,-9
CC1CCN(S(=O)(=O)c2ccc3c(c2)oc(=O)n3CC(=O)N2CCCCC2)CC1,-6
O=C(Nc1c(C(=O)N2CCN(c3ccc(F)cc3)CC2)oc2ccccc12)c1ccco1,-8
CCOc1cc(/C=C2/SC(=Nc3ccc4ccccc4c3)NC2=O)cc(Cl)c1OCC(=O)O,99*
O=C1C(=O)N(Cc2ccco2)C(c2cccs2)C1C(=O)c1cccs1 (stereo unspecified),0
O=c1c2sc(-c3ccccc3)cc2nc2n1CCC2,1
Cc1cc(C)cc(OCC(=O)N(Cc2ccco2)Cc2ccccc2Cl)c1,-3
CC(Oc1ccccc1)C(=O)Nc1cccc(-c2cn3cccnc3n2)c1 (stereo unspecified),2
CCc1ccc(NC(=O)c2ccc(CN3CC(=O)N4CCCCC4C3=O)cc2)cc1 (stereo unspecified),2
O=C(C1CCC1)N1CCCc2cc(S(=O)(=O)N3CCN(c4cccc(Cl)c4)CC3)ccc21,0
CCCCC1CN(CCC(=O)NC(c2cccnc2)C(F)(F)F)Cc2ccccc2O1 (stereo unspecified),1
CC1=NN(c2ccccc2)C(=O)C1C1(C(F)(F)F)C(=O)N(c2ccc(F)cc2)C2=C1C(=O)CC(C)(C)C2 (stereo unspecified),-2
Cc1cccc(CNC(=O)c2ccc3nc(Cc4ccccc4)oc3c2)c1,-1
Cc1ccn2c(Nc3ccc(C(C)C)cc3)c(-c3ccsc3)nc2c1,-9
CCC1CN(CCNC(=O)c2ccc(C(C)=O)s2)Cc2cc(OC)ccc2O1 (stereo unspecified),0

# An excerpt of these results, with bars between the fields.
Structure | ROC1-CUL1 inh
COc1ccc(CC(=O)NCCc2csc3nc(-c4ccccc4F)nn23)cc1 | -4
Fc1cccc(-c2nnc3sc(COc4ccc(Cl)cc4)nn23)c1 | -7
COCCc1nc2ccc(C(=O)N3CCN(Cc4ccc(F)cc4)C(=O)C3)cc2o1 | -2

# From PubChem
